Bioassay records: PubChem, National Center for Advancing Translational Sciences (NCATS)
ATXN2 expr inh: reduces ATXN2 reporter expression in HEK-293 cells | 0.72% of 360,000 active | HEK-293 ATXN2-luciferase reporter, luminescence, 24 h | Potency, µM (titrated, usually from 57 µM), for the others: at the highest dose activity change, negative = inhibition, usual class: inhibitors; note: potency is the fitted concentration of half-maximal effect; % is set by controls: 0 for no effect and ±100 for the full control effect; nearly all actives have a fitted effect of over 55% in size
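ATXN2-luciferase reporter cells (luciferase flanked by upstream and downstream ATXN2 gene portions) were treated 24 h at 37 °C with compounds at up to 57 uM. SteadyGlo luminescence gave expression; GF-AFC fluorescence gave viability.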
ATXN viability: reduces viability in counter-screen for ATXN expression inhibitors | AID 651635 | Potency, µM (highest dose often 56.7 µM), hits mostly cytotoxic | S2 cells (HEK-293 line with an ATXN2-luciferase reporter) viability, CellTiter-Fluor protease fluorescence, 24 h | 0.49% of 400,000 active; note: potency is the fitted concentration of half-maximal effect; nearly all actives have a fitted effect of over 40% in size
KB-V1 cytotox: kills drug-selected multidrug resistant KB-V1 cells | KB-V1 MDR cells viability, CellTiter-Glo, 72 h | 3.4% of 400,000 active | Potency, µM (series often up to 46.1 µM), inactives show at the top dose activity change, negative = cytotoxicity, usual class: cytotoxic; note: potency is the fitted concentration of half-maximal effect; % is set by controls: 0 for no effect and ±100 for the full control effect; nearly all actives have a fitted effect of over 60% in size
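Cytotoxicity via CellTiter-Glo luminescence after 72 h compound exposure at 37 degrees C. Cells: drug-selected KB-V1 line, DMEM phenol-red free plus 10% FBS. Compounds tested at multiple concentrations; normalized data fitted to concentration-effect curves.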
SW480 rereplic: induces DNA re-replication in SW480 colon adenocarcinoma cells. SW480 DNA re-replication, Hoechst DNA content imaging, 48 h. Potency, µM (top dose mostly 46.1 µM), without a hit: at the highest dose re-replication activation, hits mostly activators. 1.8% of 340,000 active; note: potency is the fitted concentration of half-maximal effect; % of control where 0% means no effect; nearly all actives have a fitted effect of over 55% in size
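DNA re-replication was detected as more nuclei of elevated Hoechst intensity after 48 hr exposure to compound (23 nL pinned per well of 250 cells).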
MCF10A rerep: DNA re-replication induction in MCF 10a cells; MCF 10A DNA re-replication, Hoechst nuclear intensity, 48 h; 2.9% of 350,000 active; Potency, µM (highest dose often 46.1 µM), for inactives: at the top dose activity, positive = re-replication, hits mostly activators; note: potency is the fitted concentration of half-maximal effect; % of control where 0% means no effect; nearly all actives have a fitted effect of over 50% in size
IL-1B inflam inh: inhibitors of inflammasome signaling (IL-1 beta secretion) | activity change, % at 57.5 µM | THP-1 LPS/ATP IL-1B secretion, AlphaLISA, 16 h; active compounds read low | 4.7% of 360,000 active | AID 743279; in the data active = activity change below about -50%; inconclusive = mostly about -30% to -49%; note: % is set by controls: 0 for no effect and ±100 for the full control effect
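THP-1 cells pretreated 1 hr with compounds (up to 57.5 uM final), then stimulated with LPS (250 ng/mL final) plus ATP (1.25 mM final); secreted IL-1B measured by AlphaLISA after 16 hr, decreased signal indicating inhibition.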
HT1080NT lethal: kills 2HG-producing HT-1080-NT fibrosarcoma cells; HT-1080-NT fibrosarcoma viability, CellTiter-Glo ATP luminescence, 48 h; Potency, µM (doses to about 46.1 µM), for the others: top-dose activity, negative = less viability, usual class: cytotoxic; 1.6% of 360,000 active; AID 686970;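 note: NT is the 2HG producing partner of a matched IDH1 knockdown line; potency is the fitted concentration of half-maximal effect; 0% = DMSO-treated cells and -100% = media-only wells without cells; nearly all actives have a fitted effect of over 55% in size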
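750 cells/well, RPMI + 5% FBS; 2 h settle, compound pin-transfer, 48 h at 37 degrees C. CellTiter-Glo 10 min RT, luminescence. Normalized to DMSO and media-only wells.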
HT1080 IDH1KD tx: toxicity to HT-1080 IDH1 knockdown cells (counter line) | HT-1080 IDH1 knockdown viability, ATP luminescence, 48 h | Potency, µM (titrated, usually from 46.1 µM), for inactives: at the highest dose activity, negative = toxicity, hits mostly cytotoxic | 2% of 360,000 active | AID 686971;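 note: potency is the fitted concentration of half-maximal effect; 0% = DMSO wells and -100% = cell-free medium wells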
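HT-1080-IDH1KD cells (IDH1 knocked down), 750/well in RPMI with 5% FBS, treated with compound 48 h at 37 degrees C. Viability by CellTiter-Glo luminescence, normalised to DMSO and no-cell wells; concentration-response curves classed.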
KB-3-1 tox: KB-3-1 parental cell cytotoxicity; 1.4% of 400,000 active; KB-3-1 viability, CellTiter-Glo ATP luminescence, 72 h; Potency, µM (top dose mostly 46.1 µM), without a hit: at the highest dose activity change, negative = cytotoxic, hits mostly cytotoxic; note: potency is the fitted concentration of half-maximal effect; % is set by controls: 0 for no effect and ±100 for the full control effect; nearly all actives have a fitted effect of over 60% in size
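Parental KB-3-1 viability, qHTS format: 72 h compound exposure, 37 °C; CellTiter-Glo; media-only wells and DMSO plates as controls; concentration-effect fits on corrected data.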
Numbers without * were called inactive; i = inactive; u = inconclusive; x = no result given; [ ] = dose if it differs, or a comment. Unless noted, calls come from the whole dose curve; as a rule, active = well fitted curve in the direction sought with a large enough effect; inconclusive = small, poorly fitted or top-dose-only effect, or another doubt; inactive = no such curve, though single readings can be large; an effect the other way counts as inactive or inconclusive. An unsorted share of the library; overall some 11% were active at least once.

SMILES	ATXN2 expr inh	ATXN viability	KB-V1 cytotox	SW480 rereplic	MCF10A rerep	IL-1B inflam inh	HT1080NT lethal	HT1080 IDH1KD tx	KB-3-1 tox
COc1ccc(CNC(=S)NCc2ccc(OC)cc2)cc1	3%	i	-6%	-3%	-15%	43	4%	2%	18%
C=C(C)CNC(=S)N1CCN(C(c2ccccc2)c2ccccc2)CC1	4%	u	-18%	-1%	6%[9.22 µM]	3	-1%	1%	13%
S=C(NC1CCCCC1)NC1CC2CCC(C1)N2Cc1ccccc1 (configuration not stated)	-10%[11.3 µM]	i	-14%	9%	-1%	-3	1%	-9%	-12%
CC(Oc1ccccc1)C(=O)N1CCN(S(=O)(=O)c2ccc(OC(F)(F)F)cc2)CC1 (configuration not stated)	x	i	u	x	x	6	2%	5%	-6%
CC(C)(C)c1nc2sc3c(c2c(=O)o1)CCCC3	-3%	i	0%	1%	-4%	1	16%	16%	16%
COc1ccc(-n2c3c(cc(-c4nc(-c5ccc(Cl)cc5)cs4)c2=O)C(=O)CC(C)(C)C3)cc1	16%	i	10%	x	x	x	x	x	3%
COc1cc(C(=O)NC(=S)Nc2ccc([N+](=O)[O-])cc2C)cc(OC)c1OC	0%	i	2.1µM*	17%	2%	16	-26%	-9%	11%
COc1ccc(S(=O)(=O)Cc2ccc(C(=O)NC3CCC(C)CC3)o2)cc1 (configuration not stated)	-16%	u	-16%	-8%	-19%	-5	6%	4%	-26%
CC(C)N1C(=O)CCC1C(=O)NCc1ccco1 (configuration not stated)	x	i	7%	-3%	12%	0	-1%	4%	-4%
O=C(NCc1ccncc1)C(=O)NCC1OCCN1S(=O)(=O)c1ccc(Br)cc1 (configuration not stated)	-9%	i	x	8%	18µM*	-7	0%	-9%	x
CN1CN(C)C(c2ccncc2)=C1c1ccncc1	x	i	-1%	-2%	7%	18	5%	0%	-1%
OCCN(Cc1ccccc1)c1ncnc2sccc12	0%	i	-14%	1%	u	26	-14%	-18%	-6%
Cc1cccc(NC(=O)C(=O)NCC(c2cccnc2)N2CCOCC2)c1 (configuration not stated)	-8%	i	12%	x	x	x	x	x	-5%
O=C(COc1ccccc1Cl)NC(=S)Nc1cccc(NC(=O)c2ccccc2Cl)c1	1%	i	-23%	-1%	-2%	1	-10%	0%	8%
COc1ccc(-c2csc(C(O)c3ccc(F)c(OC)c3)n2)cn1 (configuration not stated)	u	u	-10%	x	x	-16	-24%	-29%	-12%
Cc1ccc(C)c(S(=O)(=O)N2CCCC2CNC(=O)C(=O)NCCN2CCOCC2)c1 (configuration not stated)	5%	i	7%	-2%	0%	-14	15%	20%	17%
CCOc1ccc(OCc2ccc(C(=O)N3CCOCC3)cc2)cc1	x	x	0%	-11%	1%	3	-1%	2%	u
COc1ccc(CNC(=O)C[C@@H]2C[C@H]3c4cc(NC(=O)C5CCC5)ccc4O[C@H]3[C@@H](CO)O2)cc1	5%	i	-2%	x	x	16	-1%	6%	-1%
COc1ccccc1S(=O)(=O)c1ccccc1[N+](=O)[O-]	-2%	i	17%	-700%[inhibitor]	-2%	36	7%	1%	6%
COc1ccc(/C=C/C(=O)OCC(=O)Nc2cc(C(F)(F)F)ccc2Cl)cc1	x	i	u	-2%	2%	-3	13%	3%	1%
c1cnc(N2CCN(Cc3ccc4c(c3)OCO4)CC2)cn1	-15%	i	13%	-34%[inhibitor][1.84 µM]	-24%	28	-1%	0%	-3%
C=CCOc1ccc(-c2nc3c(c(=O)[nH]c(=O)n3CCCC)n2C)cc1Br	-27%	i	-22%	-6%	15%	64	7%	0%	u
Cn1nnnc1SCCNCc1ccncc1	-10%	i	2%	-12%	-11%	23	1%	4%	3%
CC1(C)NC(=O)N(CC(=O)OCC(=O)Nc2c(Br)cc([N+](=O)[O-])cc2Br)C1=O	2%	i	0%	12%	-2%	53	5%	5%	-7%
COc1ccc(C(=O)N2CCC(c3c[nH]c4ccccc34)(c3c[nH]c4ccccc34)CC2)cc1	-22%	u	0%	x	x	x	x	x	-11%

In another format: entries from further up.
Compound | ATXN2 expr inh | ATXN viability | KB-V1 cytotox | SW480 rereplic | MCF10A rerep | IL-1B inflam inh | HT1080NT lethal | HT1080 IDH1KD tx | KB-3-1 tox
COc1ccc(-c2csc(C(O)c3ccc(F)c(OC)c3)n2)cn1 (configuration not stated) | u | u | -10% | x | x | -16 | -24% | -29% | -12%
Cc1ccc(C)c(S(=O)(=O)N2CCCC2CNC(=O)C(=O)NCCN2CCOCC2)c1 (configuration not stated) | 5% | i | 7% | -2% | 0% | -14 | 15% | 20% | 17%

Next compounds:
SMILES	ATXN2 expr inh	ATXN viability	KB-V1 cytotox	SW480 rereplic	MCF10A rerep	IL-1B inflam inh	HT1080NT lethal	HT1080 IDH1KD tx	KB-3-1 tox
O=C(COC(=O)c1ccccc1O)NC(c1ccccc1)c1ccccc1	4%	i	-3%	-12%	-7%	18	11%	-2%	1%
CCCOc1ccc(-c2c(C(=O)N/N=C/c3ccc(OC)cc3)nnn2-c2nonc2N)cc1	-22%	i	-26%	-1%	-7%	-10	-2%	-13%	-13%
COC(=O)Nc1ccc(S(=O)(=O)N2CCCC(C(=O)N3CCCCCC3)C2)cc1 (configuration not stated)	-14%	i	-4%	-9%	5%	8	3%	3%	-26%
S=C(NC1CCCCC1)N1CCN(Cc2ccccc2Cl)CC1	x	i	u	-1%	1%	-8	-9%	-2%	3%
COc1ccccc1C(=O)NC(=O)CSc1ccc(C)c(C)c1	2%	i	22%	-6%	-2%	18	-1%	-1%	-11%
Cc1cc2nnc(SCC(=O)N3CCN(c4ccccc4)CC3)n2c(N)n1	-13%	i	0%	1%	u	-3	13%	22%	0%
O=C(COC(=O)CCC(NC(=O)OCc1ccccc1)C(=O)OCC(=O)Nc1ccccc1)Nc1ccccc1 (configuration not stated)	-4%	i	2%	-1%	u	25	5%	1%	10%
COc1cccc(CN(C(=O)c2ccccc2)C2CCS(=O)(=O)C2)c1 (configuration not stated)	5%	i	0%	-6%	2%	-6	19%	19%	4%
C#CCOCCOCCOCCNc1nc(N2CCN(C(=O)Cn3cc(CCO)nn3)CC2)nc(N2CCN(C(=O)[C@H](CCCCN)n3cc(CCCC)nn3)CC2)n1	8%	i	7%	8%[9.22 µM]	26%	2	16%	12%	41%
CCCC1(C(=O)OC)NC(c2ccc(OC)c(OC)c2)C2C(=O)N(c3cccc(C(C)=O)c3)C(=O)C21 (configuration not stated)	-34%	u	-8%	2%	-1%	12	u	28%	-2%
COc1ccc(C(=O)NNC(=O)Cc2ccc(-c3ccccc3)cc2)cc1OC	-34%	i	8%	-7%	1%	-1	6%	-12%	3%
COc1ccc(C(CCN2CCN(c3ccccc3)CC2)c2c(OC)cc(OC)c3c(-c4ccccc4)cc(=O)oc23)cc1 (configuration not stated)	4%	i	5%	20%[9.22 µM]	-6%	4	-6%	-2%	1%
CCCCNC(=O)CO/N=C(\C)c1cc2ccccc2o1	16%	i	16µM*	17%	25%	-24	5%	5%	9%
Cc1cccc(-n2c(C)n[nH]c2=S)c1C	-14%	i	7%	2%	-5%	0	9%	2%	4%
Cc1csc(NC(=O)CSc2nnc(NC(=O)COc3ccccc3)s2)n1	17%	u	9%	1%	0%	19	1%	6%	1%
CCOC(=O)c1ccc(Nc2nc(-c3cccnc3)nc3ccccc23)cc1	u	u	0%	u	18µM*	-21	15µM*	u	0%
COc1cccc(C(c2nnnn2C(C)(C)C)N2CCN(C3CCCCC3)CC2)c1OC (configuration not stated)	-10%	i	-2%	-2%	-2%	-25	-2%	1%	-5%
N#Cc1ccc(COC(=O)c2ccc3c(=O)[nH]c(CN4CCOCC4)nc3c2)cc1	x	x	7%	-16%	8%	1	3%	-2%	10%
CCCC1(C(=O)OC)NC(c2ccco2)C2C(=O)N(c3ccc(C)cc3)C(=O)C21 (configuration not stated)	5%	i	6%	-5%	6%	23	5%	12%	9%
O=C(C1CCCCC1)N1CCC(c2nc3c(nnn3Cc3ccccc3Cl)c(=O)[nH]2)CC1	-2%	i	3%	-1%	3%	4	-9%	-1%	17%
CCOc1ccc(CNC(=O)Cn2ccc3cc(S(=O)(=O)N4CCCC4)ccc32)cc1	5%	i	-20%	-9%	0%	12	-5%	-28%	0%
O=C(Cn1cnc2c(nnn2Cc2ccc(F)cc2)c1=O)NCC1CCCO1 (configuration not stated)	-16%	i	-11%	-3%	0%	14	0%	-7%	17%
CCCCc1ccc(-n2nc3ccc(NC(=O)c4cc5ccccc5o4)cc3n2)cc1	u	22µM*	3%	x	x	x	x	x	12%
CCN(CC)S(=O)(=O)c1ccc2nc(NC(=O)c3ccccc3OC)sc2c1	2%	i	u	x	x	x	x	x	1%
COc1ccccc1NC(=O)Cn1cnc2c(oc3nc4c(cc32)CCCC4)c1=O	-4%	i	-9%	-6%	4%	-24	u	18%	0%
Continued.
SMILES	ATXN2 expr inh	ATXN viability	KB-V1 cytotox	SW480 rereplic	MCF10A rerep	IL-1B inflam inh	HT1080NT lethal	HT1080 IDH1KD tx	KB-3-1 tox
O=C(Nc1ccc2c(c1)OCCO2)c1ccc(CN2CCOCC2)cc1	33%[activator]	i	-7%	-1%	-12%	19	1%	1%	-7%
CCC1CCCCN1S(=O)(=O)Cc1ccccc1Cl (configuration not stated)	0%	i	-8%	1%	u	11	17%	4%	2%
COc1cccc(NC(=O)N(C)C[C@@H]2Oc3ncc(Br)cc3C(=O)N([C@@H](C)CO)C[C@H]2C)c1	-9%	i	-16%	x	x	3	-3%	2%	21%
Cn1ncc([N+](=O)[O-])c1C(=O)Nc1ccc(-c2nc3ccccc3[nH]2)cc1	10%	i	-22%	-5%	2%	-14	u	-15%	2%
CC(=O)Nc1ccc(C(=O)Nc2ccc(S(=O)(=O)N3CCOCC3)cc2)cc1	36%	i	22%	-3%	-1%	3	-1%	3%	-6%
O=C(c1cc2c(ccc3ccccc32)oc1=O)N1CCN(CCO)CC1	-8%	i	1%	-8%	-1%	-26	-4%	1%	4%
